MLLE-PAM2 inh = inhibitors of microRNA-mediated deadenylation, human PABP1 MLLE binding; GST-MLLE / FITC-PAM2 fluorescence polarization; inhibition, % at 20 µM; 0.36% of 360,000 active; in the data active = inhibition above about 35%, passing the limit was not always enough;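 also: plate controls were DMSO wells with GST-MLLE for no effect and wells lacking GST-MLLE protein for full effect; some results filed as inactive read as strong as hits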
TbMetRS inhib = Trypanosoma brucei MetRS inhibition. 0.4% of 360,000 active. AID 624268. purified T. brucei MetRS, ATP depletion, Kinase-Glo luminescence. inhibition, % at 11.9 µM;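 active = inhibition above a per-plate cutoff of the control wells' mean inhibition plus 3 SD, cut at about 5.5% in these data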;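 also: 0% = DMSO wells median and 100% = median of wells with control inhibitor compound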
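Assay system: T. brucei methionyl-tRNA synthetase, purified | Medium: HEPES buffer with MgCl2, KCl, DTT, spermine, BSA, pyrophosphatase | Compound: 11.9 µM single point | Incubation: 15 min enzyme-compound preincubation, 2 h reaction, 10 min detection, 25 °C | Measured by: Kinase-Glo luciferase luminescence reporting remaining unconsumed ATP | Measure: % inhibition normalized to control-well medians | Replication: Singlicate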
MsrA inhibitor = bovine MsrA inhibition | purified bovine MsrA, absorbance read-out | inhibition, % at 15.5 µM | 0.75% of 360,000 active | AID 651718; in the data active = inhibition above about 4.5%;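 also: 0% = vehicle wells with enzyme and 100% = reference inhibitor wells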
MsrA act = activators of bovine methionine sulfoxide reductase A; purified bovine MsrA, absorbance read-out; activation, % at 10.6 µM; 0.3% of 360,000 active; AID 602163; in the data active = activation above about 7.5%;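 also: 0% = vehicle and 100% = reference activator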
FAS TE block = inhibitors of human fatty acid synthase thioesterase domain; inhibition, % at 15 µM; 0.67% of 360,000 active; P49327; recombinant FAS-TE, OMFH fluorogenic substrate, fluorescence endpoint;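 active = compounds whose normalised, plate-corrected inhibition of enzyme fluorescence in the single-dose primary screen is 50% or more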;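 also: 0% = DMSO with enzyme and 100% = substrate without enzyme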
MT1-MMP act inh = blocks activation of human MT1-MMP; HT1080 RFP-PRO-GFP cells, GFP/RFP ratio fluorescence, overnight; percent of plate control window, DMSO zero; GFP/RFP ratio change, % at 20 µM; 0.061% of 360,000 active; AID 651647;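 active = GFP/RFP ratio change of at least 30% with cell ATP level not reduced by more than half and red fluorescence within 50% of control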; also: strong numbers were not always called active
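Assay system: HT1080 RFP-PRO-GFP cells. Benchmarks: DMSO vehicle wells and RFP-L50D-GFP reporter cell wells. Times: overnight cell settling, then overnight compound exposure, 37 °C, 5% CO2. Compound: 20 µM single dose, 1% DMSO. Read-out basis: GFP/RFP fluorescence ratio.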
SKN-1 inh = blocks SKN-1 activity in C. elegans; inhibition, % at 21.8 µM; 0.49% of 360,000 active; C. elegans VP596 Pgst-4::GFP/RFP ratio, acrylamide-induced, 24 h;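 active = interference check ratio from 0.5 to 1.5 plus GFP to RFP signal ratio inhibition reaching or exceeding a fixed threshold, cut at about 30% in these data, passing the limit was not always enough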; also: some compounds called inactive have numbers as strong as hits
eLon inh = inhibits E. coli Lon protease; inhibition, % at 7.94 µM; AID 602123; purified E. coli Lon protease, fluorescence polarization; 0.42% of 360,000 active; P0A9M0; in the data active = inhibition above about 13%, passing the limit was not always enough;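 also: 0% = enzyme with probe and DMSO and 100% = no enzyme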
Target sequence (P0A9M0 whole entry, looked up): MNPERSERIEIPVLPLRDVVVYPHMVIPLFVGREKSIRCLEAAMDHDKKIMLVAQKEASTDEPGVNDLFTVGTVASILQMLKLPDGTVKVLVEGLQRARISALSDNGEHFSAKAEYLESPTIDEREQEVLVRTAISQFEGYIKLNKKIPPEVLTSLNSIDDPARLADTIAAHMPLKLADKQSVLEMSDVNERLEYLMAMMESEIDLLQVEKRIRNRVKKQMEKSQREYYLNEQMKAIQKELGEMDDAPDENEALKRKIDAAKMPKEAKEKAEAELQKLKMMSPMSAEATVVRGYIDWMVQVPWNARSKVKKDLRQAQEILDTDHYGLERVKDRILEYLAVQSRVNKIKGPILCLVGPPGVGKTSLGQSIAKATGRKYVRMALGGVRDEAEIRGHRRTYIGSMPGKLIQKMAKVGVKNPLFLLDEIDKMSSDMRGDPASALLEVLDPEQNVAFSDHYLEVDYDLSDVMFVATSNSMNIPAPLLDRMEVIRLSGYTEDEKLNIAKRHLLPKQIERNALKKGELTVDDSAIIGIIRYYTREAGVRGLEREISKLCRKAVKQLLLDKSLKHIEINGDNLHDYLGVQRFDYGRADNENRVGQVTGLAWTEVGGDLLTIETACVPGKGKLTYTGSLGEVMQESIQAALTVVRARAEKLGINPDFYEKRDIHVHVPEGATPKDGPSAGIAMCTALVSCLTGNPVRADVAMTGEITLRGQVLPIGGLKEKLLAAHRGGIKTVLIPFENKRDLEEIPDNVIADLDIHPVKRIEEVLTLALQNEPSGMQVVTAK
NRP1-CendR mod = modulators of CendR peptide binding to human neuropilin-1 | inhibition, % at 25 µM | FAM-RPARPAR peptide binding to NRP-1, fluorescence polarization | 0.85% of 360,000 active | O14786;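 active = inhibition or corrected inhibition above about 18%, plus a signal ratio from 0.5 to 1.5, limit read from the data, passing the limit was not always enough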; also: strong numbers were not always called active
* hit, by the source's call; . = no result given.

A first look:
SMILES	MLLE-PAM2 inh	TbMetRS inhib	MsrA inhibitor	MsrA act	FAS TE block	MT1-MMP act inh	SKN-1 inh	eLon inh	NRP1-CendR mod
N#Cc1ccc(CN(c2ccncc2)S(=O)(=O)c2ccccc2)cc1	-9	-0.5	0.6	-3	-5	-4	21	9	-2
CCCCOc1ccc(C(=O)NCC(=O)NCc2ccncc2)cc1	20	-0.4	-0.2	-2	-7	5	-12	-11	16
CC(=O)Nc1ccc(S(=O)(=O)N2CCN(S(=O)(=O)c3cccs3)CC2)cc1	-5	-0.2	-0.7	-1	-5	-2	9	-8	9

The listing, previewed entries included:
SMILES	MLLE-PAM2 inh	TbMetRS inhib	MsrA inhibitor	MsrA act	FAS TE block	MT1-MMP act inh	SKN-1 inh	eLon inh	NRP1-CendR mod
N#Cc1ccc(CN(c2ccncc2)S(=O)(=O)c2ccccc2)cc1	-9	-0.5	0.6	-3	-5	-4	21	9	-2
CCCCOc1ccc(C(=O)NCC(=O)NCc2ccncc2)cc1	20	-0.4	-0.2	-2	-7	5	-12	-11	16
CC(=O)Nc1ccc(S(=O)(=O)N2CCN(S(=O)(=O)c3cccs3)CC2)cc1	-5	-0.2	-0.7	-1	-5	-2	9	-8	9
COc1cc2c(cc1OC)C1(C)N(CC2)C(C(C)=O)=NN1c1ccc(Cl)cc1 (stereo not given)	-35	0.3	1.0	-4	24	-1	9	0	-14
CC(NC(=O)c1cc2c(=O)n3ccccc3nc2n(CC2CCCO2)c1=N)c1ccccc1 (stereo not given)	13	-0.4	0.7	-3	-3	0	4	-1	2
Cc1cccn2c(CNC3CCCc4ccccc43)c(C(=O)N3CCOCC3)nc12 (stereo not given)	9	0.1	0.2	-1	-2	3	-9	-7	-11
COc1cccc(-n2nnc(S(=O)(=O)c3ccc(C)cc3)c2N)c1	-6	0.0	2.0	-3	4	1	-17	-1	-4
O=C(NCCc1c[nH]c2ccccc12)N[C@@H](Cc1ccccc1)C(=O)O	1	0.3	0.0	-1	-3	0	18	1	7
C=C(C)CCOC(=O)C(CC(=O)O)NCc1ccco1 (stereo not given)	-10	0.2	-1.1	-2	-10	-2	-3	5	-9
Cc1ccc(Nc2nc(C(=O)N3CCC(C(=O)NCc4ccccc4)CC3)cs2)cc1	-10	-0.7	1.7	-1	8	1	0	7	-4
CCN(CC)CCOC(=O)C1(c2ccc(OC)c(OC)c2)CCCC1	-12	-0.2	.	0	-6	-5	-4	10	-4
Cc1ccccc1CC1(CO)CCCN(C(=O)c2ccoc2)C1 (stereo not given)	2	-0.2	0.6	-1	-14	2	-5	1	12
COc1ccccc1NS(=O)(=O)c1cc(C(=O)N2CCN(C(=O)c3ccco3)CC2)ccc1F	-1	-0.5	0.3	-12	-1	1	-5	23	9
O=C(NCc1cccnc1)c1ccc(-c2ccccc2[N+](=O)[O-])o1	15	0.5	0.5	-2	14	2	11	0	5
Cn1c(=O)c2ncn(CC(=O)Nc3nc(-c4ccc(Cl)cc4)cs3)c2n(C)c1=O	-10	-0.8	-0.4	-7	-4	0	-1	2	5
Cc1nc(C(F)(F)F)c(C(=O)N/N=C(\N)c2cccnc2)s1	0	-1.1	2.6	-1	-9	-2	4	-5	2
CN(CC(=O)Nc1ccc(F)cc1)C(=O)COC(=O)C1CCN(c2ccc(C(F)(F)F)cn2)CC1	-29	-0.5	0.6	-3	8	4	1	-5	-4
CCOc1ccc(C(=O)NCC(=O)NCC(c2ccc(OC)cc2)N2CCOCC2)cc1OCC (stereo not given)	-3	-0.2	-0.3	-3	-4	-1	12	-9	2
c1ccc(CN=C2NN=C(c3cc4ccccc4o3)CS2)cc1	-75	-0.6	0.1	-9	-11	-2	7	-5	0
CC(C)CC(=O)Nc1ccccc1Oc1ccccc1	8	0.2	1.3	-3	-5	5	-8	-7	9
CCCCN(C(=O)CSCC(=O)Nc1cccc(C)c1)c1c(N)n(Cc2ccccc2)c(=O)[nH]c1=O	-4	-0.2	-0.9	-2	-2	3	-6	4	-3
Cc1c(NC(=O)COC(=O)/C=C/c2ccccc2Br)c(=O)n(-c2ccccc2)n1C	4	-0.3	-0.3	-4	-5	3	13	-5	3
CN1CCN(C(=S)c2ccc(N(C)C)cc2)CC1	22	-0.6	0.8	-15	-6	2	-8	-6	-2
COc1ccc(C2N(C(=O)c3ccccc3)CCN2C(=O)c2ccccc2)cc1	13	-1.5	1.5	-1	-1	1	3	9	-5
C1=CC2=NC34CCCCC3CC3=C(CCCC3)N4C2=CC1=NC1CCCCC1 (stereo not given)	-6	-0.1	.	-1	-8	2	6	4	-17
O=C(COc1ccc(Cl)cc1Cl)N1CCCC1	7	-0.9	-0.6	-13	-3	0	-13	-16	-4
COC(=O)C1CC(c2ccc(Cl)cc2)=NO1 (stereo not given)	-16	-0.1	-0.4	-1	-6	3	11	0	-7
COc1ccc(C(=O)Nc2ccnn2C2CCN(CCC(C)c3ccc(C)o3)CC2)cc1 (stereo not given)	-6	-0.2	0.6	-4	0	-2	4	0	9
O=C(COc1ccccc1[N+](=O)[O-])Nc1cccc(C(=O)Nc2ccccc2C(=O)O)c1	4	0.8	0.9	-5	8	1	-7	-8	-65
COc1ccc(NC(=O)Nc2cccc3ccccc23)c(OC)c1	-8	-0.2	0.6	-1	-4	-2	15	0	1
O=C(N/C=C/c1ccco1)NCc1ccccc1	-15	0.1	0.9	-11	-1	-6	-4	-5	-13
CSCC(C)N1CCC(n2nccc2NC(=O)CCOc2ccccc2)CC1 (stereo not given)	13	-0.6	-0.5	-2	-3	0	18	1	22*
O=C1c2ccccc2C(=O)N1OCc1c(F)cccc1Cl	-41	0.0	-0.3	-3	-2	0	-8	-7	-9
Cc1cccc2cc(C#N)c(N3CCC(O)CC3)nc12	20	-1.6	0.1	-15	-10	-14	-8	-6	-27
CSc1ccccc1NC(=O)CO/N=C(\C)c1cc2ccccc2o1	-3	2.5	1.3	-10	27	1	2	1	-7
CCOC(=O)c1ccc(NC(=S)N2CCN(c3ccc(N4CCOCC4)nn3)CC2)cc1	-92	-0.4	-1.1	-2	-5	0	-6	-16	-10
Cc1ccccc1OCCC(=O)Nc1cc(S(=O)(=O)N2CCOCC2)ccc1OC(C)C	-18	0.1	-0.1	0	19	-2	16	-8	8
O=C(CSc1nnc2ccc3ccccc3n12)N1CCOCC1	3	-0.4	0.7	0	-8	10	5	-14	11
O=C(NCC1CCCO1)c1cccc(S(=O)(=O)N2CCOCC2)c1 (stereo not given)	5	-0.2	0.1	3	-3	2	14	5	7
Cc1cc(C)cc(NC(=S)N2CCCC2)c1	-113	-0.2	0.7	12*	-5	0	9	-5	-7
COc1ccccc1CCNC(=O)C1(C)CC1(Cl)Cl (stereo not given)	10	0.0	-1.0	5	-4	-1	16	6	14
Cc1ccc2c(c1)CC(C)N2S(=O)(=O)c1nnc(NC(=O)CC(C)C)s1 (stereo not given)	4	0.4	0.2	-3	2	-9	16	4	1
O=C(NCc1cccs1)c1cc(-c2cccs2)on1	11	1.2	0.5	1	-2	5	-10	3	18
COc1cccc(OC)c1OCCCOc1ccc([N+](=O)[O-])cc1Cl	8	4.1	0.0	-3	16	-4	5	3	-10
Cc1ccc(C2=NN(CC(=O)NCc3cccs3)C(=O)CC2)cc1	-5	-0.7	0.0	1	2	-12	-12	-11	-1
CCOc1ccc(CCNC(=O)CSCC(=O)Nc2ccc(OC)cc2)cc1OCC	13	-0.5	0.1	-2	-2	0	8	3	7
CC(C)(C)C(=O)Nc1ccc(C(=O)COC(=O)C2CC2)cc1	-11	-0.6	0.0	-12	-6	-1	0	-1	-5
CNC(=O)c1c(NC(=O)CS(=O)(=O)c2ccccc2)sc(C)c1C	-4	-0.5	1.0	-2	-2	0	14	2	-4
COc1cccc(NC(=O)CCN2CCOCC2)c1	0	-1.2	-0.2	-3	-6	2	-7	-6	-1
COc1ccc(NC(=O)c2cccc(OC(=S)N3CCOCC3)c2)cc1	-8	-1.0	-1.3	-16	-2	12	-13	-4	7
O=C(Nc1ccncc1)c1ccc(-c2ccccc2)cc1	0	-0.6	1.7	-7	-3	3	-1	6	-3
NS(=O)(=O)c1cccc(NC(=O)CSc2nc3ccccc3[nH]2)c1	-11	7.8*	0.5	-2	-4	5	8	7	6
CCN(CC1CCCN(CCc2cccc(F)c2)C1)C(=O)c1ccoc1C (stereo not given)	3	-0.3	1.3	-1	-4	0	7	2	-2
CCOC(=O)N1CCN(C(=O)/C(=C/c2ccc(N(C)C)cc2)NC(=O)c2ccccc2)CC1	-47	-0.1	2.1	-3	-8	-1	11	-51	-30
CC(=O)Oc1ccc(C(=O)Nc2cccc3c2CCCC3)cc1	-4	-1.6	1.1	-15	3	-5	-8	-5	-4
CC(C(=O)N1CCc2ccccc21)N(C)CC(=O)Nc1ccccc1Cl (stereo not given)	-3	-0.1	-0.9	2	10	1	12	0	16
Cc1nn(S(=O)(=O)N(C)C)c(C)c1CN1C(=O)c2ccccc2C1=O	14	-0.8	0.8	0	2	3	14	-9	2
CCC(C)NCCCOc1ccc([N+](=O)[O-])cc1 (stereo not given)	2	0.7	1.5	-4	-9	-9	3	-2	4
CC(C)C[C@@H](CN1CCC[C@@H]1CN1C(=O)C(=O)NC[C@@H]1Cc1ccccc1)N1C[C@H](Cc2ccc(O)cc2)N(CC2CCCCC2)C(=O)C1=O	-10	-1.5	-0.8	4	9	-2	13	5	-16
COc1ccc(CCNC(=O)c2ccc(NC(=O)CC3SC(N4CCCC4)=NC3=O)cc2)cc1OC (stereo not given)	-9	0.2	0.9	-7	-9	5	-12	-4	-9

The listing continues:
SMILES	MLLE-PAM2 inh	TbMetRS inhib	MsrA inhibitor	MsrA act	FAS TE block	MT1-MMP act inh	SKN-1 inh	eLon inh	NRP1-CendR mod
Cc1cccc(-n2ccc(=O)c(C(=O)Nc3ccc(S(=O)(=O)Nc4onc(C)c4C)cc3)n2)c1	-3	1.2	2.4	-4	-6	0	14	-1	36*
CCN(Cc1cnn(C)c1)C(=O)C1CCC(=O)N(CCc2ccc(OC)cc2)C1 (stereo not given)	19	0.2	-0.6	-3	-5	1	-1	-2	10
CCn1cc(C(=O)O)c(=O)c2cc(F)c(N3CCN(C(=S)NC(=O)c4ccc(OC)cc4)CC3)cc21	-42	0.6	-0.4	-2	-1	-8	-2	-4	-3
O=C(Nc1cccnc1)c1cc(-c2cccc(Cl)c2)on1	-11	0.1	-2.0	-3	8	4	22	-7	-20
CCOC(=O)C1=C(C)OC(N)=C(C#N)C1c1ccoc1 (stereo not given)	30	-0.8	-0.6	-11	-10	-16	-2	12	7
O=C(O)c1cccc(CSc2nc(-c3ccccc3)cc(C(F)(F)F)n2)c1	-6	0.8	0.7	-2	-10	-4	5	0	-26
Cc1cc(C)n2nc(C(=O)OCC(=O)Nc3ccc4c(c3)OC(F)(F)O4)nc2n1	1	-0.7	0.3	-2	-1	1	-6	-5	-3
CC(c1ccccc1)n1cc(C(=O)NCCCn2ccnc2)nn1 (stereo not given)	3	0.7	1.8	-2	-6	-4	-5	0	14
C=CCN(c1ccccc1)S(=O)(=O)c1ccc(Cl)c(C(=O)OCC(=O)c2[nH]c(C)c(C(C)=O)c2C)c1	-8	-0.5	1.5	-3	26	-24	14	0	2

Screening results as filed in PubChem.
